Compound activity deposited in PubChem BioAssay by National Center for Advancing Translational Sciences (NCATS).
MCF10A rereplic: induces DNA re-replication in MCF 10a normal breast cells; MCF 10A DNA re-replication, Hoechst nuclear intensity, 48 h; Potency, µM (highest dose often 46.1 µM), inactives show top-dose activity, positive = re-replication, most hits filed as activators; 2.9% of 350,000 active; AID 624296; further: potency means the concentration at half of the fitted maximal effect; % of control where 0% means no effect; nearly all actives have a fitted effect of over 50% in size
DRD3 agonist: agonists of human D3 dopamine receptor; P35462; D3R DiscoveRx beta-arrestin cells, luminescence, 90 min; max activation, %; 0.58% of 410,000 active; AID 652048; in the data active means max activation above about 30%; further: 0% is about no effect; mostly tested at two doses, the higher about 12 µM
Target sequence (P35462 whole entry, looked up): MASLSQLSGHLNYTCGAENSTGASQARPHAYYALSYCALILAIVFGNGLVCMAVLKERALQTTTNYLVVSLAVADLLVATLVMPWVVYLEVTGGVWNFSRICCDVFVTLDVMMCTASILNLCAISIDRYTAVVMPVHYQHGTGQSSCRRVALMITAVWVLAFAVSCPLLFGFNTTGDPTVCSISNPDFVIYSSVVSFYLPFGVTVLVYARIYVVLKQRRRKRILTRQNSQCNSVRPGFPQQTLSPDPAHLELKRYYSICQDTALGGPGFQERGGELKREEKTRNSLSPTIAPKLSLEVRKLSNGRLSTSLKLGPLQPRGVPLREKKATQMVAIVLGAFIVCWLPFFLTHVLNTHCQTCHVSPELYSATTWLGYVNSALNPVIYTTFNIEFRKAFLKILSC
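Agonist-mode cell screen: cells plated at 1500/well and incubated overnight at 37 °C, then exposed to library compounds for 90 min at 37 °C. Detection reagent was added for 30–60 min at room temperature, and luminescence was read.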
SW480 rereplic: DNA re-replication induction in SW480 cells | Potency, µM (top dose mostly 46.1 µM), without a hit: at the top dose re-replication activation, usual class: activators | SW480 DNA re-replication, Hoechst DNA content imaging, 48 h | AID 624297 | 1.8% of 340,000 active; further: potency means the concentration at half of the fitted maximal effect; % of control where 0% means no effect; nearly all actives have a fitted effect of over 55% in size
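Per well, 250 cells were exposed to pinned compound for 48 hr. Nuclear DNA was visualised with Hoechst (40 min, 37 C) and total object intensity recorded by fluorescence scanning.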
IL1B secr inh: blocks inflammasome-driven IL-1 beta release; THP-1 LPS/ATP IL-1B secretion, AlphaLISA, 16 h; active compounds read low; activity change, % at 57.5 µM; 4.7% of 360,000 active; AID 743279; in the data active means activity change below about -50%; inconclusive means mostly about -30% to -49%; further: on the % scale 0 is the no-effect control and ±100 the full control effect
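Secreted IL-1B measured by AlphaLISA bead assay after 16 h compound exposure of THP-1 cells; compounds (final up to 57.5 uM) added 1 h before LPS (250 ng/mL) and ATP (1.25 mM) stimulation; lower signal means less secretion.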
HT1080NT lethal: kills 2HG-producing HT-1080-NT fibrosarcoma cells. Potency, µM (titrated, usually from 46.1 µM), for inactives: at the highest dose activity, negative = less viability, hits mostly cytotoxic. AID 686970. 1.6% of 360,000 active. HT-1080-NT fibrosarcoma viability, CellTiter-Glo ATP luminescence, 48 h;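 further: NT is the 2HG producing partner of a matched IDH1 knockdown line; potency means the concentration at half of the fitted maximal effect; 0% = DMSO-treated cells and -100% = media-only wells without cells; nearly all actives have a fitted effect of over 55% in size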
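Viability of the 2HG-overproducing fibrosarcoma line after 48 hours of compound exposure at 37 degrees C was determined by luminescence with CellTiter-Glo, and concentration-effect curves were then fitted and categorized.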
KB-3-1 tox: kills parental KB-3-1 adenocarcinoma cells; KB-3-1 viability, CellTiter-Glo ATP luminescence, 72 h; Potency, µM (series often up to 46.1 µM), without a hit: at the highest dose activity change, negative = cytotoxic, hits mostly cytotoxic; 1.4% of 400,000 active; AID 1347075; further: potency means the concentration at half of the fitted maximal effect; on the % scale 0 is the no-effect control and ±100 the full control effect; nearly all actives have a fitted effect of over 60% in size
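Luminescent ATP read-out (CellTiter-Glo) measures survival of drug-naive KB-3-1 cells after 72 h compound exposure at 37 °C. Titration series was screened from lowest to highest concentration, with DMSO vehicle plates as background controls.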
HT1080 IDH1KD tx: HT-1080 IDH1 knockdown cell toxicity (counter line) | AID 686971 | 2% of 360,000 active | HT-1080 IDH1 knockdown viability, ATP luminescence, 48 h | Potency, µM (highest dose often 46.1 µM), inactives show top-dose activity, negative = toxicity, usual class: cytotoxic;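 further: potency means the concentration at half of the fitted maximal effect; 0% = DMSO wells and -100% = cell-free medium wells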
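IDH1KD HT-1080 cells, 750/well, RPMI + 5% FBS; compound pinned after 2 h settling; 48 h, 37 °C; CellTiter-Glo luminescence; % activity normalised to DMSO and no-cell wells; curves fitted, classed by r2 and efficacy.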
KB-V1 MDR tox: kills drug-selected multidrug resistant KB-V1 cells | 3.4% of 400,000 active | Potency, µM (doses to about 46.1 µM), without a hit: at the top dose activity change, negative = cytotoxicity, actives largely listed as cytotoxic | AID 1347076 | KB-V1 MDR cells viability, CellTiter-Glo, 72 h; further: potency means the concentration at half of the fitted maximal effect; on the % scale 0 is the no-effect control and ±100 the full control effect; nearly all actives have a fitted effect of over 60% in size
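KB-V1, DMEM (no phenol red) + 10% FBS; cpd pin-transferred, titration series; 72 h, 37 degrees C; CellTiter-Glo, luminescence. Data normalized, curve-fit.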
HEK293 tox: cytotoxicity counter-screen for GLP-1 receptor inverse agonists. 0.13% of 410,000 active. AID 624418. HEK293 cAMP-luciferase reporter cells, luminescence, 24 h. Potency, µM (doses to about 38.3 µM), inactives show at the highest dose activity change, negative = inhibition, hits mostly inhibitors;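 further: loss of luciferase light is scored as toxicity; potency means the concentration at half of the fitted maximal effect; on the % scale 0 is the no-effect control and ±100 the full control effect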
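Here, cytotoxicity is scored as loss of luminescence. The MLSMR collection was tested on cells seeded in medium containing 10% Nu serum, with a 24 hr compound exposure preceded by 12 hours of culture.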
Starred values were filed as active, the others as inactive; i = inactive; u = inconclusive; x = not tested or not shown; & = joins results of further samples; [ ] = another dose, or the depositor's remark. Unless noted, the call rests on the fitted dose curve; in most records, active means well fitted curve in the direction sought with a large enough effect; inconclusive means small, poorly fitted or top-dose-only effect, or another doubt; inactive means no such curve, though single readings can be large; an effect the other way counts as inactive or inconclusive. Not a hit list. Share with any hit: about 11%.

The first 2 compounds, ahead of the listing:
SMILES	MCF10A rereplic	DRD3 agonist	SW480 rereplic	IL1B secr inh	HT1080NT lethal	KB-3-1 tox	HT1080 IDH1KD tx	KB-V1 MDR tox	HEK293 tox
CCOC(=O)c1c(-c2ccccc2)oc2ccc(N(C(C)=O)S(=O)(=O)c3ccc(CC)cc3)cc12	x	-14	x	x	x	u	x	u	-9%
NC(=O)N/N=C/c1ccccc1OCc1cccc2ccccc12	-1%	2	-12%	19	-6%	-7%	-3%	1%	-1%

Results, from the start:
SMILES	MCF10A rereplic	DRD3 agonist	SW480 rereplic	IL1B secr inh	HT1080NT lethal	KB-3-1 tox	HT1080 IDH1KD tx	KB-V1 MDR tox	HEK293 tox
CCOC(=O)c1c(-c2ccccc2)oc2ccc(N(C(C)=O)S(=O)(=O)c3ccc(CC)cc3)cc12	x	-14	x	x	x	u	x	u	-9%
NC(=O)N/N=C/c1ccccc1OCc1cccc2ccccc12	-1%	2	-12%	19	-6%	-7%	-3%	1%	-1%
Cc1ccc(F)cc1C(=O)N1CCCCC1c1cc(C(=O)NCc2ccccc2)no1 (stereo not drawn)	x	-10	x	2	6%	0%	3%	0%	8%
CC(=O)Cn1cnc2scc(-c3ccc(C)c(C)c3)c2c1=O	0%	-2	9%	-11	1%	-4%	u	-1%	1%
Cc1ccc(CN(C(=O)c2cc3ccccc3oc2=O)C2CCS(=O)(=O)C2)cc1 (stereo not drawn)	-3%	6	-8%	21	14%	1%	-2%	15µM*	-19%
Cc1cc(C)cc(OC(=O)CS(=O)c2ccc(C(F)(F)F)cc2[N+](=O)[O-])c1 (stereo not drawn)	12µM*	-9	u	-121*	21µM*	u	23µM*	u	u
N=c1sccn1CC(=O)Nc1cc(Cl)ccc1Oc1ccccc1	u	0	15%	x	16µM*	0%	u	u	u
COC(=O)c1ccc(CNC(=O)c2ccc(COc3ccccc3)cc2)cc1	5%	-8	1%	i	15%	17%	21%	-15%	-26%
C=CCNC(=O)c1sccc1Oc1ccc(F)cc1[N+](=O)[O-]	-6%	3	-3%	0	-3%	-13%	-1%	-23%	25%
CC(CCN1CCN(c2ccc(F)cc2)CC1)c1ccccc1 (stereo not drawn)	4%	-34	-5%	-13	-2%	-14%	-19%	0%	-10%
O=C(Nc1ccc(OC(F)F)cc1)Nc1cccc(C(F)(F)F)c1	u	10	u	-80*	u	8.2µM*	u	13µM*	u
Cc1cc(Cl)c(OCCCn2cncn2)c(Br)c1	5%	0	2%[9.22 µM]	u	6%	13%	0%	-4%	-3%
C=CCn1c(SCCCc2ccccc2)nc2c1c(=O)[nH]c(=O)n2C	-6%	6	-19%	54	-1%	0%	-1%	-6%	-6%
O=C(COC(=O)c1cc2ccccc2cc1O)NCc1ccccc1	10%	3	4%	5	-3%	0%	1%	-1%	-19%
COc1ccc(CNC(=O)CCCN2C(=O)COc3ccc(C)cc32)cc1	x	-18	x	x	x	20%	x	2%	-5%
CC(=O)c1ccc2oc3ccccc3c(=O)c2c1	-4%	13	1%[9.22 µM]	u	24%	18%&18%	23%	0%&-9%	2%
Cc1cc(C)c(NC(=O)COC(=O)CCc2ccc(S(=O)(=O)N3CCCCC3)cc2)c(C)c1	-3%	0	-2%	31	-3%	-5%	6%	0%	-4%
CCN(CC)S(=O)(=O)c1ccc(NC(=O)CC(NC(C)=O)c2ccccc2)cc1 (stereo not drawn)	u	2	u	-17	-2%	0%	1%	2%	-8%
COc1ccc2c(C)cc(SCC(=O)NCC3CCCO3)nc2c1 (stereo not drawn)	26%	5	-17%	-9	-2%	6%	-13%	-13%	3%
CCC(=O)Nc1c2c(nn1-c1ccc(OC)cc1)CSC2	-3%	3	-40%	24	5%	1%	9%	0%	4%
COc1cc(NC(=O)CSc2nnc3ccccn23)cc(OC)c1OC	x	-6	x	29	10%	12%	0%	1%	-31%
O=C(CCNS(=O)(=O)c1ccccc1)N1CCOCC1	-38%[inhibitor]	2	-16%	-1	-1%	-2%	2%	-23%	-1%
CC1C(=O)N2CCCc3cc(S(=O)(=O)N4CCC(C(N)=O)CC4)cc1c32 (stereo not drawn)	2%	4&-6	3%	17	-4%	u	2%	0%&7%	-4%&4%
CC(CCc1ccccc1)NC(=O)CCCn1ncn2c(cc3occc32)c1=O (stereo not drawn)	1%	4	-6%	-5	16%	u	0%	-21%	-4%
CC(=O)Nc1ccc(NC(=O)c2cc(-c3ccccc3)nc3ccccc23)cc1	4%	4	2%	-18	-21%	10%	-15%	-15%	-26%
Cc1ccc2oc(-c3cccc(NC(=S)NC(=O)c4cccs4)c3)nc2c1	2%	0	-5%	22	13%	8%	15%	0%	2%
CCOC(=O)C(NCCc1ccccc1)(NC(=O)CC)C(F)(F)F (stereo not drawn)	1%	-1	-6%	-7	9%	2%	11%	-10%	-2%
CCOc1ccccc1CNC(=O)c1cc2oc3ccccc3c2n1CC	18µM*	8&23	4%	u	-28%	u	u	u	5%&-3%
COc1cc(NC(=O)c2ccc(-c3ccc(F)c(F)c3)c3ccoc23)cc(OC)c1OC	x	4	x	-1	-11%	0%	-7%	-3%	-12%
CCOC(=O)c1ccc(NC(=O)NC(C)C2CCCO2)cc1 (stereo not drawn)	9%	-15	0%	9	-4%	2%	25%	u	2%
CC(C)CC1=C/C(=C/c2ccc(-c3ccccc3)o2)C(=O)O1	26µM*	1	2%	0	-14%	0%	-6%	-4%	-4%
O=C(NNc1nc(-c2ccc(Br)cc2)cs1)c1ccco1	2.6µM*	5	u	-2	-14%	u	u	6%	u
Cc1nc(Cl)cc(N/N=C/c2ccc(O)cc2)n1	0%	-7	-11%	5	-16%	1%	4%	-17%	3%
O=C(Nc1ccc(Cl)cc1)C1CCN(C(=O)NC2CCCCC2)CC1	0%	1	-3%	7	-3%	4%	-6%	0%	3%
Cc1cc(N/N=C/c2ccc(O)cc2O)c2ccccc2n1	0%	1	7%	-15	-1%	-1%	-2%	-2%	0%
COc1ccccc1NC(=O)c1cccc(N2C(=O)C3C4C=CC(C4)C3C2=O)c1 (stereo not drawn)	7%	7	3%	49	2%	-4%	-10%	-15%	0%
NC(=O)c1cccc(S(=O)(=O)N2CC(c3ccccc3)CC2=O)c1 (stereo not drawn)	4%	2	0%	12	2%	2%	2%	28%	-9%
CCCCN(CC)CCCNC(=O)c1ccc(CS(=O)(=O)c2ccccc2C)o1	2%	-9	-3%	17	-14%	5%	8%	4%	4%
CCCCCCn1c(N)c(C#N)c2ccc([N+](=O)[O-])cc2c1=O	-4%	-3	4%	2	-6%	1%	-5%	-9%	2%
CN1C(C(=O)NCCc2cccs2)CC2Cn3c(nc4ccccc43)C21 (stereo not drawn)	28%	-13	-62%	6	7%	0%	7%	7%	6%
CC(=O)Nc1ccc(Cl)cc1C(=O)O	8%	0	0%	5	5%	14%	2%	u	-8%
COc1ccc(OC)c(NC(=O)CN2C(=O)COc3ccc(S(=O)(=O)N4CCCC4)cc32)c1	7%	1	-9%	-1	4%	11%	12%	-6%	u
COc1ccc(CC(N)c2csc(Nc3cc(NCc4ccco4)ncn3)n2)cc1 (stereo not drawn)	x	-2	x	-51*	u	0%	u	-2%	-27%
COc1ccc(S(=O)(=O)Nc2ccc(O)c3ccccc23)cc1	u	1	u	13	-1%	u	-21%	u	-24%
O=C(COC(=O)C1CCN(S(=O)(=O)c2cccs2)CC1)Nc1ccc(F)cc1Cl	-2%	2	1%	11	0%	-11%	5%	26%	15%
COc1ccccc1Cc1c(-c2ccc(OC)c(OC)c2)nc2ccc(C)cn12	x	7	x	-24	u	0%	u	-3%	-19%
COc1ccc(S(=O)(=O)N2CCC(C(=O)NC3CCCC3)CC2)cc1C	-23%	1	-3%	4	-6%	1%	4%	-17%	13%
CNc1nc2sc3c(c2c(=O)n1C)CC(C)(C)SC3	2%	8	-4%	13	-19%	-6%	-13%	-23%	-9%
COc1ccc(NC(=O)CCN2CCCCC2)cc1	-7%	-25	-4%	9	0%	-7%	0%	-10%	4%
FC(F)(F)c1ccc(-c2noc(CN3CCCN(C4CCCCC4)CC3)n2)cc1	2%	1	9%	u	4%	-14%	8%	3%	0%
CC(=O)c1ccc(N2CCN(S(=O)(=O)c3cn(C)cn3)CC2)cc1	6%	7	-3%	-6	7%	6%	11%	3%	2%
CCC(=O)NC(C)c1cc(Cl)c2ccccc2c1O (stereo not drawn)	u	x	1%	x	x	10%	x	u	x
C[C@H](NC(N)=O)C(=O)OCC(=O)Nc1ccc(OC(F)F)cc1	-13%	5	-20%	0	-5%	6%	-3%	2%	-6%
Cc1c(NS(=O)(=O)c2ccc(S(=O)(=O)c3ccccc3)s2)c(=O)n(-c2ccccc2)n1C	-2%	-10	-3%	17	18%	1%	1%	4%	-5%
CC(C)Oc1ccc(CNC(=O)c2cc3ccccn3n2)cc1	x	-15	x	x	x	3%	x	25%	1%
COc1cccc(CNC(=O)c2ccc(-c3nc(CS(=O)c4ccccc4)c(C)o3)cc2)c1 (stereo not drawn)	x	-2	x	x	x	0%	x	0%	-14%
Cc1ccc(NC(=O)c2ncn(CCCNCCCc3ccccc3)n2)cc1C	0%	-40	u	-28	-18%	0%	u	0%	-11%
COC(=O)c1cccc(NC(=O)CCc2ccccc2)c1	2%	-3	-10%	0	-4%	-5%	-2%	u	53%
Cc1ccc(C)c(NC(=S)N2CCN(c3ccccn3)CC2)c1	10%	2	-2%	-6	8%	3%	1%	-10%	-16%
O=C(CCNS(=O)(=O)c1ccc(Br)cc1)NCc1ccc(Cl)cc1	-2%	0	10%	-20	-13%	-2%	-7%	29%	-8%
